STK33 inh: human STK33 kinase inhibition; AID 2661; 0.073% of 320,000 active; purified STK33, MBP phosphorylation, ADP-Glo luminescence; Q9BYT3; inhibition, % at 10 µM;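 active = inhibition at or above 25%, using the most active replicate where run in duplicate; inactive = inhibition below 25%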
CHT block: inhibits the human high affinity choline transporter; Q9GZV3; CHT-expressing cells, membrane potential dye, choline response; stronger effect = lower value; B-score at 10 µM; 0.86% of 310,000 active; AID 488975;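 active = B-score over 3 SD under the library average, and starting fluorescence ratio not unusually high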;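 note: choline stimulus applied at its EC90 after an EC20 pre-addition; B-score computed on integrated fluorescence ratio after choline addition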
Target sequence (Q9GZV3 whole entry, looked up): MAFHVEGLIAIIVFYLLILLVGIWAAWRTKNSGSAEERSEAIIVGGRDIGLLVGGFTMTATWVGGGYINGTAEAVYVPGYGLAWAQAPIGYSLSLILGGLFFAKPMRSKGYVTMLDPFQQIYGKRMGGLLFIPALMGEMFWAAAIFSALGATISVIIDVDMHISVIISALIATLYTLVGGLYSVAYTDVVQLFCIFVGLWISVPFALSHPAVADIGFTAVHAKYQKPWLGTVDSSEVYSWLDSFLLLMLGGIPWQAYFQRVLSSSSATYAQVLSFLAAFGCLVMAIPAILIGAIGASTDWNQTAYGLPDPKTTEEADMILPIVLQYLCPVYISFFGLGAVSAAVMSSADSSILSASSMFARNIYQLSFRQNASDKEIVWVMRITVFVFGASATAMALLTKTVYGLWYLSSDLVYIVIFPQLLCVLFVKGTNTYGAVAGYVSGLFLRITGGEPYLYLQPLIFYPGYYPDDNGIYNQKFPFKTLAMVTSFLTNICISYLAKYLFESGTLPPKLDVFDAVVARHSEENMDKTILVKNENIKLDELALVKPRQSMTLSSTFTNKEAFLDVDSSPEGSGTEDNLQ
CHT PAM: allosterically activates the human high affinity choline transporter; Q9GZV3; CHT-expressing cells, membrane potential dye, choline EC20; stronger effect = higher value; LV-AA mutant CHT in HEK293 cells; B-score at 10 µM; 0.49% of 310,000 active;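 active = initial fluorescence not abnormally high and integrated response B-score, plate-corrected, over 3 SD above library mean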
The depositor's hits bear a star; i = inactive; nt = not tested or not shown.

canonical_smiles	STK33 inh	CHT block	CHT PAM
COc1ccccc1N1CCN(CC(=O)c2c(C)[nH]c3ccccc23)CC1	-1.5	i	i
CCC(C(=O)Nc1ccsc1C(=O)OC)c1ccccc1 (stereo not given)	0.1	i	i
O=S(=O)(NCCN1CCOCC1)c1ccc(Cl)c(Cl)c1	-0.2	i	i
COc1cc(CN2CCN(Cc3c[nH]c4ccccc34)CC2CCO)cc(OC)c1 (stereo not given)	2.7	i	i
CC1CCN(S(=O)(=O)c2ccc3c(c2)N(C)C(=O)CC(=O)N3C)CC1	3.1	i	i
CC1CCCCN1C(=O)Cn1c(=O)oc2cc(S(=O)(=O)N3CCCCC3)ccc21 (stereo not given)	0.5	i	i
CCn1c2ccccc2c2cc(NC(=O)CSc3nnc(-c4ccc(OC)c(OC)c4)n3N)ccc21	1.5	i	i
C#CCOCCOCCOCCNc1nc(N2CCN(C(=O)[C@H]([C@@H](C)O)n3cc(CCCCN)nn3)CC2)nc(N2CCN(C(=O)[C@H]([C@@H](C)CC)n3cc(CCCN=C(N)N)nn3)CC2)n1	0.5	i	i
CC1(C)C(=O)OC(c2cccs2)C(C)(C)C1=O (stereo not given)	-1.5	i	i
COc1ccc(-c2csc(-n3ncc(-c4ccccn4)c3N)n2)cc1	-0.7	i	i
CC1CN(S(=O)(=O)c2cccc(C(=O)N(Cc3nnc(-c4ccccc4Cl)o3)C3CC3)c2)CC(C)O1 (stereo not given)	-0.8	i	i
CC(Cc1ccccc1)C(=O)NCc1nc2ccccc2s1 (stereo not given)	-0.5	i	i
Cc1ccnc(SCc2cc(=O)c(OC(=O)c3ccc(S(=O)(=O)N4CCCC4)cc3)co2)n1	-1.1	i	i
O=c1c([N+](=O)[O-])c(N2CCCCC2)c2ccccc2n1-c1ccccc1	-1.3	i	i
COc1ccc(C2CC(c3c(O)cc(C)oc3=O)=NCCS2)c(OC)c1 (stereo not given)	-0.2	i	7.6*
CCN1CCN(CCNC(=O)CS(=O)(=O)Cc2nc(-c3ccc(C)cc3)oc2C)CC1	-0.4	i	i
CCN(CC)C(=O)c1sc(NC(=O)c2ccc3c(c2)OCO3)c(C(N)=O)c1C	3.8	i	i
Cc1ccccc1NC(=O)C(C)O/N=C/c1cccc([N+](=O)[O-])c1 (stereo not given)	-3.1	i	i
Fc1ccc(NC(=S)N2CCN(c3ncccn3)CC2)cc1	-2.0	i	i
COc1cc(/C=C(\C#N)c2nc3ccccc3[nH]2)ccc1O	12	i	i
Cc1cccc(C)c1NC(=O)COC(=O)C1CC(=O)N(Cc2ccccc2)C1 (stereo not given)	-0.4	i	i
CCOC(=O)C1C(=O)NC(N2CCCCC2)=NC1C(C)C (stereo not given)	-0.5	i	i
Cc1ccccc1OCC(O)CNC1CCCC1 (stereo not given)	0.1	i	i
Cc1cccc(OCC(=O)Nc2ccncc2)c1	-0.1	i	i
COC(=O)c1c(NC(=O)Cc2cccs2)sc(C(=O)NC2CCCCC2)c1C	-2.3	i	i

By substructure: the entries above with a nitro group on carbon
canonical_smiles	STK33 inh	CHT block	CHT PAM
O=c1c([N+](=O)[O-])c(N2CCCCC2)c2ccccc2n1-c1ccccc1	-1.3	i	i
Cc1ccccc1NC(=O)C(C)O/N=C/c1cccc([N+](=O)[O-])c1 (stereo not given)	-3.1	i	i

The listing continues.
canonical_smiles	STK33 inh	CHT block	CHT PAM
O=C(CSc1nc2ccccc2[nH]1)N1c2ccccc2Sc2ccccc21	nt	i	i
COc1cc([N+](=O)[O-])ccc1NC(=O)CCS(=O)(=O)c1ccc2c(c1)n(C)c(=O)c(=O)n2C	-0.6	i	i
O=C(/C=C/c1cccs1)N1CCOCC1	-2.9	i	i
COc1cccc(CNC(=O)c2ccccc2NC(=O)C2=C(C)OCCS2)c1	-1.3	i	i
Cc1onc(-c2c(Cl)cccc2Cl)c1C(=O)Nc1ccc(C(N)=O)cc1	-0.5	i	i
Cc1cccc(C(=O)Nc2cccc(C(=O)N/N=C/c3ccccn3)c2)c1	1.4	i	i
COc1ccc(S(=O)(=O)N2CCCCCC2)cc1C(=O)N(C)Cc1ccc(C(C)(C)C)cc1	-1.7	i	i
CCc1ccccc1NC(=O)CN(C)S(=O)(=O)c1ccc2c(c1)c(=O)n(C)c(=O)n2C	-1.4	i	i
CCc1nnc(NC(=O)CSc2nnc3c(C)cc4c(C)ccc(C)c4n23)s1	-3.0	i	i
COCCNC(=S)Nc1ccc(S(=O)(=O)Nc2ncccn2)cc1	0.0	i	i
CCOc1cc(C(=O)Nc2cccc(C(C)=O)c2)ccc1OCC(=O)N1CCCCC1	0.2	i	i
O=C(NCc1cn(-c2ccccc2)nc1-c1ccccc1)c1cccc([N+](=O)[O-])c1	-0.3	i	i
CC1(C)C(=O)C2(CCCCC2)C(=O)OC1c1cccc([N+](=O)[O-])c1 (stereo not given)	-1.6	i	i
CC(C)(c1ccccc1)c1ccc(OCC2CO2)cc1 (stereo not given)	0.4	i	i
CCC1(c2ccccc2)NC(=O)N(CC(=O)NCc2ccccc2OC)C1=O (stereo not given)	0.1	i	i
Cc1ccc(-c2nc(S(=O)(=O)c3ccc(C)cc3)c(SCC(=O)NCC3CCCO3)o2)cc1 (stereo not given)	-1.1	i	i
Cc1noc(NS(=O)(=O)c2ccc(NC(=O)CSc3nc4c(cc3C#N)CCCC4)cc2)c1C	0.6	i	i
CCOC(=O)Cn1cnc2c(nnn2-c2cccc(Cl)c2)c1=O	-0.3	i	i
COc1ccccc1NS(=O)(=O)c1ccc2[nH]c(=O)[nH]c2c1	-1.1	i	i
Cc1ccc(OCC(=O)N2c3ccccc3CC2C)c([N+](=O)[O-])n1 (stereo not given)	-2.3	i	i
O=[N+]([O-])c1ccc(Cl)c(NC(=S)N2CCCC2)c1	1.9	i	i
Cc1onc(-c2c(Cl)cccc2Cl)c1C(=O)NN1CCCCCC1	-2.4	i	i
COc1ccc(N(CC(=O)NN=C2CCCCCCC2)S(=O)(=O)c2ccccc2)cc1	-0.5	i	i
C=C(C)COc1ccc(-c2nc(N)ncc2-c2ccc(Br)cc2)c(O)c1	0.8	i	i
Cc1oc2c(C)c3oc(=O)c(CCC(=O)NCCCn4ccnc4)c(C)c3cc2c1C	0.9	i	i

Remaining list, next part
canonical_smiles	STK33 inh	CHT block	CHT PAM
Cc1cccc(C(=O)O/N=C(/c2ccccc2)c2ccncc2)c1	0.4	i	i
CCOc1ccc(Cn2ccnc2CCl)cc1[N+](=O)[O-]	-1.4	i	i
Cc1nnsc1C(=O)N1CCCC(N2CCN(c3cccc(C(F)(F)F)c3)CC2)C1 (stereo not given)	-0.6	i	i
COc1cc(OC)cc(C(=O)NCC(=O)Nc2ccc(OC)c(Cl)c2)c1	-0.9	i	i
Cc1cc(NS(=O)(=O)c2ccc(NC(=O)CSc3nc4ncc(Br)cc4[nH]3)cc2)nc(C)n1	2.7	i	i
COc1ccc(CCNC(=O)CC(=O)N/N=C/c2ccc(C(=O)O)cc2)cc1OC	0.1	i	i
c1ccc(CSc2ccc(-c3cccnc3)nn2)nc1	-1.0	i	i
CCN(c1ccccc1)S(=O)(=O)c1ccc(Cl)c(NC(=O)COC(=O)c2ccc(O)cc2)c1	-0.1	i	i
Cc1ccccc1-c1nnc(SCc2ccc(F)cc2)o1	-1.7	i	i
O=C(N/N=C/c1ccccc1C(=O)O)c1cccc(S(=O)(=O)Nc2cc(Cl)ccc2Cl)c1	-1.0	i	i
CC1CCC2(CC1)SCC(=O)N2c1ccccc1 (stereo not given)	-1.0	i	i
COc1ccccc1N1CCN(C2CCCN(Cc3ccccc3OCCO)C2)CC1 (stereo not given)	-0.4	i	i
O=C(c1ccccc1)N1CCN(c2ccc(NCc3ccc4c(c3)OCO4)cc2)CC1	-1.0	i	i
O=S(=O)(NC(=S)Nc1ccccc1)c1ccc(F)cc1	-0.4	i	i
COc1ccc(N2CCN(C(=S)Nc3ccc(C)cc3C)CC2)cc1	-0.2	i	i
Cc1ccccc1C(O)c1ccncc1 (stereo not given)	0.1	i	i
Cc1ccc(C)c(Cn2c(=O)n(CCCC(=O)NCc3ccco3)c(=O)c3ccccc32)c1	-2.9	i	i
CC(C)(C)OC(=O)NNc1c2ccccc2nc2ccccc12	-1.8	i	i
Cc1ccc(S(=O)(=O)N2CCN(C(=O)c3ccnn3C)CC2)cc1C	-1.9	i	i
CSC1=NS(=O)(=O)c2c(C)nn(C)c2S1	-0.2	-8*	i
O=c1oc2ccccc2n1Cn1c(=O)oc2ccccc21	nt	i	i
COc1ccc(OC)c(C(=O)c2ccc(C(=O)Nc3cccc4ccccc34)cc2)c1	-2.0	i	i
CCOC(=O)c1nnn2c1nc(SCC(C)=O)c1ccccc12	-2.6	i	i
COc1ccccc1-n1cnnc1SC(C)C(=O)Nc1cccc([N+](=O)[O-])c1 (stereo not given)	-0.3	i	i
O=C(NNC(=S)NC(=O)c1ccccc1[N+](=O)[O-])c1ccccc1	-1.3	i	i

Brought forward from above: 4 entries, followed by the next part.
canonical_smiles	STK33 inh	CHT block	CHT PAM
COc1ccc(OC)c(C(=O)c2ccc(C(=O)Nc3cccc4ccccc34)cc2)c1	-2.0	i	i
CCOC(=O)c1nnn2c1nc(SCC(C)=O)c1ccccc12	-2.6	i	i
COc1ccccc1-n1cnnc1SC(C)C(=O)Nc1cccc([N+](=O)[O-])c1 (stereo not given)	-0.3	i	i
O=C(NNC(=S)NC(=O)c1ccccc1[N+](=O)[O-])c1ccccc1	-1.3	i	i
Cn1ccnc1Sc1cc(NCCCO)c([N+](=O)[O-])c2nonc12	0.8	i	i
Cc1ccc(NC(=O)CSc2nnc(Cc3ccccc3)c(=O)[nH]2)c(C)c1	0.2	i	i
Cc1ccccc1N=C1NC(=O)/C(=C/c2cccnc2)S1	2.8	i	i
CCC(CC)C(=O)NCCc1ccc(S(N)(=O)=O)cc1	5.9	i	i
CCCCc1nnc(NC(=O)c2nc3nccc(C)n3n2)s1	-0.4	i	i
Cc1nnc(NC(=O)CSc2nnc(CNC(=O)c3ccccc3)n2-c2ccccc2)s1	0.4	i	i
CCOC(=O)C1CCN(c2c(NCCN(CC)c3ccccc3)c(=O)c2=O)CC1	-2.1	i	i
O=C(NC(C(=O)N/N=C/c1ccccn1)c1n[nH]c(=O)c2ccccc12)c1ccccc1 (stereo not given)	-0.9	i	i
c1ccc(C2CNCc3c2ccc2ccccc32)cc1 (stereo not given)	-0.3	i	i
CC1=C(C(=O)Nc2cccnc2)C(c2ccc3c(c2)OCO3)C2=C(CCCC2=O)N1 (stereo not given)	-0.3	i	i
CCOC(=O)C(=O)NCC(c1cccs1)S(=O)(=O)c1ccc(F)cc1 (stereo not given)	-1.7	i	i
O=C(Cc1ccc(Cl)cc1)Nc1ccccc1C(=O)N1CCCC1	-0.3	i	i
O=C(Nc1nc(-c2ccccc2)cs1)c1ccc2c(=O)n3c(nc2c1)CCCCC3	4.3	i	i
CCC(Sc1ccc(C(=O)O)cc1)C(=O)O (stereo not given)	-1.9	i	i
CC(C)(C)C(=O)c1cnc(Nc2ccccc2)s1	13	i	i
CO/N=C\CC(=O)Nc1ccc(Oc2ccccc2)cc1	1.1	i	i
CN(CC(=O)Nc1ccc(N2CCOCC2)cc1)C(=O)c1cccc(Cl)c1Cl	-1.1	i	i
O=C(O)CCC(=O)N1CCN(c2nc(-c3ccccc3)c3ccccc3n2)CC1	-0.6	i	i
COc1ccc(CCNC(=O)Cc2ccc(OCc3ccccc3)c(OC)c2[N+](=O)[O-])cc1OCc1ccccc1	-0.7	i	i
COc1cccc(OCC(=O)NNC(=O)C(=O)N2CCCC2)c1	-4.2	i	i
C=CCNC(=O)c1ccc2c3n(nc2c1)-c1ccc(Cl)cc1CO3	-0.5	i	6.5*
CCOC(=O)c1nc2ccccc2c(=O)[nH]1	-0.6	i	i
CC(C)CCNC(=O)C1CCC(CNS(=O)(=O)c2ccc(Cl)cc2)CC1 (stereo not given)	-0.3	i	i
O/N=C/c1cn(-c2ccccc2)nc1-c1cccnc1	-0.4	i	i
CCCCC(=O)NS(=O)(=O)c1ccc(N=NN2CCOCC2)cc1	-1.4	i	i

Further records
canonical_smiles	STK33 inh	CHT block	CHT PAM
CCC(C)NC(=O)CC(c1ccc(OC)cc1)n1cccc1 (stereo not given)	0.0	i	i
COc1ccc(CN2CCNC(=O)C2CC(=O)NC2CCCCCCC2)cc1C (stereo not given)	2.1	i	i
COC(=O)C(c1ccccc1)N(Cc1cccc(CN(C(C(=O)OC)c2ccccc2)S(C)(=O)=O)c1)S(C)(=O)=O (stereo not given)	0.6	i	i
CC(=O)Nc1ccc(SC(C)C(=O)NC(N)=O)cc1 (stereo not given)	0.7	i	i
CC(C)(C)C(=O)C[n+]1ccc(C(N)=O)cc1	-2.3	i	i
COc1cc(C(=O)NC(C)C2CC3CCC2C3)cc(OC)c1OC (stereo not given)	-2.1	i	i
CC1(c2nnc(-c3ccccc3)o2)CC(c2ccc(Cl)cc2)=NO1 (stereo not given)	-0.5	i	i
CN(C(=O)COC(=O)CNC(=O)C12CC3CC(CC(C3)C1)C2)c1ccccc1	-0.6	i	i
CCc1noc(C)c1C(=O)N(C)CC(=O)Nc1ccccc1C(F)(F)F	0.9	i	i
CC(C)(C)c1ccc(C(=O)c2cn[nH]c2-c2ccccc2O)cc1	0.5	i	i

Compound activity deposited in PubChem BioAssay by several laboratories.
